NR5A2 inv ag: NR5A2 inverse agonism in reporter assay; O00482; HEK293T StAR-luciferase reporter, LRH-1 transfected, 24 h; inhibition, % at 3.6 µM; actives 0.13% (n = 360,000); AID 602396;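 active = inhibition above the mean inhibition of all tested compounds plus 3 SD, cut at about 73% in these data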;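 note: 0% = DMSO wells and 100% = reporter-only cells lacking LRH-1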
NOD2 RIPK2 PPI: NOD2-RIPK2 protein interaction inhibition; O43353; CHO BLA complementation NOD2-RIPK2, CCF4 ratio; inhibition, % at 4.98 µM; actives 0.38% (n = 360,000); in the data active = inhibition above about 21%;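 note: 0% = vehicle only and 100% = reference blocker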
TWEAK Fn14 block: inhibitors of TWEAK-Fn14 interaction signaling. actives 2% (n = 360,000). inhibition, % at 10 µM. TWEAK-stimulated Fn14 reporter cells, luciferase luminescence, 8 h. AID 1159606; in the data active = inhibition above about 50%
NCOA1 inh: inhibitors of human steroid receptor coactivator 1 (SRC1); actives 0.12% (n = 360,000); inhibition, % at 3.6 µM; HEK293 GAL4-SRC1 luciferase reporter, luminescence; AID 588354;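 active = inhibition above the campaign mean plus 3 SD, with each screening campaign given its own cutoff, cut at about 60% in these data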;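 note: 0% = DMSO treated cells and 100% = gossypol at 36 µM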
TLR9-MyD88 inh: blocks human TLR9 binding to MyD88 | Q9NR96+Q99836 | CHO BLA complementation TLR9-MyD88, CCF4 FRET ratio | inhibition, % at 4.98 µM | actives 0.21% (n = 340,000);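 active = inhibition above the mean over all tested compounds plus 3 SD, cut at about 21% in these data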;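 note: 0% = DMSO only wells and 100% = clavulanate BLA inhibitor control wells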
NCOA3 inh: inhibits human SRC3 coactivator; Q9Y6Q9; HEK293 GAL4-SRC3 luciferase reporter, luminescence; inhibition, % at 3.6 µM; actives 0.17% (n = 360,000);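 active = inhibition above a per-campaign cutoff, the mean of all compounds plus 3 SD, cut at about 60% in these data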;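 note: 0% = DMSO-treated cells and 100% = gossypol-treated cells at 36 µM; higher means less SRC3-driven luciferase light from the GAL4 reporter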
TROY NFkB inh: inhibitors of TROY-dependent NF-kB signaling | Q293 LMP1-TROYcd NF-kB luciferase reporter, 4 h | inhibition, % at 10 µM | actives 0.98% (n = 360,000);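 active = compounds whose plate-normalised and pattern-corrected inhibition of the luciferase reporter signal at the single screening dose is 50% or more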
ABHD5-PLIN5 inh: blocks binding of human ABHD5 to perilipin-5. Q00G26+Q8WTS1. Split G. princeps luciferase complementation, luminescence, 4 h. inhibition, % at 4 µM. actives 0.78% (n = 360,000). AID 602281;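 active = inhibition above the mean inhibition across every tested compound plus 3 SD, cut at about 22% in these data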;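 note: 0% = DMSO only wells and the 100% control is not disclosed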
NR2F2 inh: inhibitors of human COUP-TFII (NR2F2). inhibition, % at 8.6 µM. actives 0.7% (n = 370,000). HEK293T NGFI-A luciferase reporter, luminescence;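 active = inhibition above a per-plate cutoff, mean inhibition of test wells between control levels plus 3 SD, cut at about 38% in these data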;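 note: cells cotransfected with COUP-TFII expression vector driving the NGFI-A reporter; 0% = median of COUP-TF2 test wells and 100% = reporter-only cells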
Exocytosis inh: blocks lytic granule exocytosis. TALL-104 LAMP-1 surface exposure, flow cytometry; cells stimulated with thapsigargin and PMA. actives 0.66% (n = 360,000). inhibition, % at 10 µM;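 active = inhibition above about 55%, limit read from the data; inconclusive = no clear call, values can overlap the other calls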
SRC2 inh: inhibits human steroid receptor coactivator 2; Q15596; HEK293 GAL4-SRC2 luciferase reporter, luminescence; inhibition, % at 9 µM; actives 0.17% (n = 370,000);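 active = inhibition above the mean inhibition of all tested compounds plus 3 SD, set per campaign, cut at about 52% in these data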;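 note: 0% = DMSO treated cells and 100% = cells given Gossypol at 36 µM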
Target sequence (Q15596 whole entry, looked up, the tested form may be a part): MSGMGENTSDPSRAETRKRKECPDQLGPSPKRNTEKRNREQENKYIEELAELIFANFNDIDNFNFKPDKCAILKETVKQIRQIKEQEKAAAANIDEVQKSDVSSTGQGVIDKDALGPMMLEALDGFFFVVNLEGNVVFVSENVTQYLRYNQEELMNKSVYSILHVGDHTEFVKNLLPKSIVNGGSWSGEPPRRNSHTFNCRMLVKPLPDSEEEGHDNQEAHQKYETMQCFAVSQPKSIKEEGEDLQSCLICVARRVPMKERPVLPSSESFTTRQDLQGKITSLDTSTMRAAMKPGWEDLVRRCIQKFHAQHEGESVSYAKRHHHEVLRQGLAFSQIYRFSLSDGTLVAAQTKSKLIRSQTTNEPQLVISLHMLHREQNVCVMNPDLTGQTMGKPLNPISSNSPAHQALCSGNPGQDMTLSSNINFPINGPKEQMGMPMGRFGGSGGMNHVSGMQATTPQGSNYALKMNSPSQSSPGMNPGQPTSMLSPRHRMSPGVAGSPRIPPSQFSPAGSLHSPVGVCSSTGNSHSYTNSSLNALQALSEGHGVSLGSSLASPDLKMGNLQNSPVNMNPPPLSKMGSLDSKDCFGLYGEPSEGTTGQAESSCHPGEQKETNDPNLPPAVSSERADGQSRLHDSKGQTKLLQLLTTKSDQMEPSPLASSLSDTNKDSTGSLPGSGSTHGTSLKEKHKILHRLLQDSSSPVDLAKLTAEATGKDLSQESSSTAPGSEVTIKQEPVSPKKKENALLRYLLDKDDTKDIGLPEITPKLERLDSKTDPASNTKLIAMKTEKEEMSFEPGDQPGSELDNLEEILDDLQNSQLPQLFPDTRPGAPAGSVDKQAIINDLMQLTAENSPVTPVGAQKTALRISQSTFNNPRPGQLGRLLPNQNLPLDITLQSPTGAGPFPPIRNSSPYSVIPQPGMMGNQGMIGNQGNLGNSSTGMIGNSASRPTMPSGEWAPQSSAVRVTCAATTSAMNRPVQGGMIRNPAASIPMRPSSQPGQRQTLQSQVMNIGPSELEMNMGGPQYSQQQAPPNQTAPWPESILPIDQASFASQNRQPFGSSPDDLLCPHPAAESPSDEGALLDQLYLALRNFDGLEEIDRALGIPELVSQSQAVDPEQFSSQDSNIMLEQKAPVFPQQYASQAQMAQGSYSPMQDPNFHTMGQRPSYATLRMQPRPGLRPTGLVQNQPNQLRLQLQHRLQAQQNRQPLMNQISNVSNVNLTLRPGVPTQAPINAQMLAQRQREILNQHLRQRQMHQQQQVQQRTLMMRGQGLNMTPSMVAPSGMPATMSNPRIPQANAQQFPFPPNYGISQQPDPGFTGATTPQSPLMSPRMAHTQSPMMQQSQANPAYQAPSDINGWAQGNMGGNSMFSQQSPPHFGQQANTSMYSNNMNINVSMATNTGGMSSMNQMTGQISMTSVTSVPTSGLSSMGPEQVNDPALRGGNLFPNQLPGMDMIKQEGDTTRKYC
* hit, by the source's call; ? = inconclusive; / = no result given. The list is partial; count on the stated rates, not on these rows.

Values in the order: NR5A2 inv ag	NOD2 RIPK2 PPI	TWEAK Fn14 block	NCOA1 inh	TLR9-MyD88 inh	NCOA3 inh	TROY NFkB inh	ABHD5-PLIN5 inh	NR2F2 inh	Exocytosis inh	SRC2 inh
CC(C)CCN1CCN(Cc2cccs2)CC1CCO (stereo not given)
 : 14	-17	5	-5	-4	17	-8	-1	9	-4	1
Cc1cccc(/C=N/NC(=O)c2cc(-c3cccnc3)nc3ccccc23)c1
 : 12	10	-22	-8	2	12	2	-3	-4	0	2
O=C(c1ccco1)N1CCN(CCOc2ccccc2)CC1
 : 13	-8	0	2	-8	6	9	6	-10	-4	-27
COCCCNC(=O)CN(CCc1ccccc1)S(=O)(=O)c1ccc(OC)cc1
 : 2	-5	1	6	7	-17	9	3	13	0	10
Cc1cccc(N2CCN(C(=O)c3ccoc3C)CC2)c1C
 : -6	13	4	3	5	20	-4	0	16	-7	3
O=C(NCCCN1CCOCC1)c1ccc(CSc2ccc(Cl)cc2)cc1
 : -17	-1	6	13	-3	14	-2	27*	5	37	-2
CCCCOC(=O)C1=C(C)Nc2nnnn2C1c1ccc(OC)c(OC)c1OC (stereo not given)
 : -11	7	1	1	-7	11	-2	-10	3	2	-1
CCC(C)(C)NC(=O)CN(C(=O)CNS(=O)(=O)c1ccccc1)c1ccccc1
 : 2	-6	2	-5	0	12	-3	-5	21	0	-7
COc1ccc(C2C(C(=O)N3CCN(C)CC3)c3ccccc3C(=O)N2C2CCCCC2)cc1 (stereo not given)
 : -3	5	-16	3	-10	18	4	9	4	0	8
O=C1CSC(c2cccc([N+](=O)[O-])c2)N1CCN1CCCCC1 (stereo not given)
 : 27	-3	12	9	-4	8	17	-2	1	1	8
Cc1ccc(CNC(=O)c2ccc(NC(=O)C3=CSCCO3)cc2)cc1
 : -19	2	-15	19	-17	-17	-29	6	12	-5	-9
CCn1c(SCC(=O)Nc2ccccc2)nnc1-c1cccs1
 : -6	4	-8	-19	5	-24	-9	0	7	2	19
CCCCCCCCN1C(=O)[C@H](CC(=O)NCc2cccs2)C[C@@]2(C(=O)OC)CC(C)(C)CC=C12
 : 0	2	/	/	/	/	/	4	9	13	-5
COc1ccnc(CN(C)C(=O)C2CCC(=O)N(Cc3cccc(C(F)(F)F)c3)C2)c1 (stereo not given)
 : -9	9	-1	7	-5	19	-23	9	0	6	-20
Nc1n[nH]c(C2CC2)c1N=Nc1ccc(Cl)cc1
 : -9	-6	34	-30	/	6	-8	4	7	5	21
CCOC(=O)CNC(=O)CNC(=O)c1nn(-c2ccc(OC)c(Cl)c2)c(=O)c2ccccc12
 : 5	-11	-11	9	4	-13	-4	1	10	-5	-2
Cc1cccc(C)c1OCC(=O)NCC1CCCO1 (stereo not given)
 : 3	-4	-4	-6	2	-1	-6	2	4	0	4
Cc1ccc(NC(=S)Nc2cccc3cnccc23)c(C)c1
 : -24	-2	26	-49	-1	-25	-33	-10	10	-2	-20
O=C(NCCN1CCOCC1)c1ccc(CSCc2cccc(Cl)c2)o1
 : -6	-3	-25	2	-7	-4	8	9	12	0	-1
O=C(c1ccco1)N1CCN(C(c2ccccc2Cl)c2nnnn2Cc2ccco2)CC1 (stereo not given)
 : 6	2	27	0	0	1	-5	7	-12	0	-6
CN(C)c1ccc(C(=O)N2CCN(c3cc(C(F)(F)F)nc4ccccc34)CC2)cc1
 : -19	3	0	10	-3	16	-1	0	-7	-7	13
COc1cccc(OC)c1OCCCCN1CCC(Cc2ccccc2)CC1
 : 22	-4	-22	-9	0	3	-5	3	-1	14	-4
COc1ccc(S(=O)(=O)N2CCC(C(=O)NCCC(=O)NCc3ccccn3)CC2)cc1
 : 10	-11	12	-11	0	19	-29	0	-12	-4	-11
Cc1nn(-c2ccccc2)c(N)c1Sc1cccc([N+](=O)[O-])c1
 : 6	-2	21	-3	3	11	2	-4	-1	-4	-24
CC1=C(C(=O)Nc2ccc(C)cc2)C(c2ccco2)NC(=O)N1 (stereo not given)
 : 10	-5	-18	12	-6	10	-1	5	1	3	20
O=C(NC1CCCCCCC1)c1ccccc1-c1ccccc1
 : 15	1	-4	3	-8	13	-14	0	1	-2	2
O=C(Nc1ccncc1)C1CCN(S(=O)(=O)c2cccc(C(F)(F)F)c2)CC1
 : 0	-4	-9	-20	2	17	-2	18	13	1	19
COCc1cccc(-c2csc(C(C)(NC(C)=O)c3ccccc3)n2)c1 (stereo not given)
 : -5	2	-23	5	/	8	6	-10	13	-2	0
Cc1nnc(NC(=O)C2COc3ccccc3O2)s1 (stereo not given)
 : -91	2	-3	-50	-4	-52	-18	5	-18	-1	-48
Cc1cccc(NC(=O)COc2ccc(/C=N\n3cnnc3)cc2)c1
 : 0	6	-6	14	-7	22	7	-4	-5	-4	-12
CCc1nnc(NS(=O)(=O)c2ccc(N/C=C\C(=O)c3ccc(F)cc3)cc2)s1
 : -70	-9	40	-39	0	-20	73*	-5	-37	2	-22
COc1ccc(C2NC(c3ccc(OC)cc3)C([N+](=O)[O-])C(C)(C)C2[N+](=O)[O-])cc1 (stereo not given)
 : 5	-2	-5	0	4	21	10	0	9	8	-32
CCCC(=O)NC(=S)Nc1sc2c(c1C(N)=O)CCC2
 : -38	-6	-22	-26	-14	-3	-14	0	-28	2	-1
O=[N+]([O-])c1ccc(COc2ccccc2/C=N/O)cc1
 : -30	-12	-86	-76	1	-69	-46	-2	-13	6	-59
O=C1c2ccccc2C(c2nnnn2-c2ccc3c(c2)OCCO3)N1Cc1ccc(F)cc1 (stereo not given)
 : -13	1	9	/	/	/	1	8	11	0	-15
CCc1ccccc1N1CSC2=C(C#N)C(c3ccccc3F)CC(=O)N2C1 (stereo not given)
 : 7	5	13	-4	-12	-4	9	-6	7	-5	-25
CCN(C(=O)C1CCN(S(=O)(=O)c2ccc3c(c2)oc(=O)n3C)CC1)c1cccc(C)c1
 : -17	-1	11	-10	-7	-4	-5	-11	15	0	-2
CCCSc1nnc(CSc2nc(C)cc(C)n2)n1C
 : -8	0	-11	12	2	9	-12	0	-27	4	10
CCN1C(=O)c2ccc(C(=O)Nc3ncc(C)s3)cc2C1=O
 : -39	0	16	-49	5	-29	-29	3	-3	-2	-61
O=C(NCc1ccc2c(c1)OCO2)c1cc(Cl)ccc1Cl
 : 5	-7	-14	3	-1	-1	1	-1	1	-2	15
CSCc1c(C(=O)OCC(=O)NC2CCCCC2)oc2ccccc12
 : -24	-5	-4	-26	4	9	0	1	6	3	12
N#Cc1ccccc1NC(=O)C1CCCO1 (stereo not given)
 : -1	4	6	-5	1	-5	-6	-4	-13	1	-19
O=C(CN1C(=O)NC(c2ccccc2)(c2ccccc2)C1=O)Nc1ccc2[nH]c(=O)[nH]c2c1
 : 6	-11	5	10	7	-1	7	12	13	-2	3
CC1(C)CC(=O)N(CC(=O)O)c2ccccc2S1(=O)=O
 : 18	-1	1	13	-9	-6	-6	-1	-6	1	-20
O=[N+]([O-])c1cccc(NC(=S)N2CCCC2)c1
 : -5	1	7	0	2	-20	0	-1	-13	-4	-3
Cc1ccc(C(Sc2ccccc2)C(Cn2cncn2)C(=O)c2ccccc2)cc1 (stereo not given)
 : -17	-3	5	11	-6	14	1	6	-8	9	5
COCC(C)N=C1SCCN1Cc1ccccc1 (stereo not given)
 : 11	-6	14	-9	-8	-1	-12	3	5	11	-19
O=S(=O)(NCC1(N2CCOCC2)CCCCC1)c1ccc(F)cc1
 : -14	3	18	-11	6	22	9	5	3	2	-19
O=C(NC1CC1)c1ccc(-c2cnc3cccnn23)cc1
 : -81	-14	-3	-36	/	-45	-59	2	-16	-4	-42
CN(Cc1ccccc1)C(NC(=O)c1ccco1)C(Cl)(Cl)Cl (stereo not given)
 : 10	1	-2	3	0	-11	22	0	-5	0	-16
O=C(NCCCNC(=O)c1cc(Cl)ccc1Cl)c1ccco1
 : -15	-6	20	-1	1	-1	7	4	-14	?	-2
O=C(CSc1nnc(NC(=O)c2cccc(Cl)c2)s1)NCC1CCCO1 (stereo not given)
 : -18	-6	-16	-15	4	-28	-43	3	-16	-2	-7
CC(=O)N1CCN(C(=O)CCNS(=O)(=O)c2ccccc2)CC1
 : -3	-1	-9	3	-4	4	-2	1	-9	2	-11
CC(C1CC1)N(Cc1ccccc1)C(=O)NC(=O)c1ccccc1 (stereo not given)
 : -8	-1	-11	-15	1	-9	7	0	-4	0	16
CCN(CC)/C(Sc1ccccc1)=C(/C(Cl)=C(Cl)Cl)[N+](=O)[O-]
 : -1	-4	9	14	-5	1	-1	13	5	-2	6
Cc1cc(/C=C2/NC(=O)N(c3ccccc3)C2=O)c(C)n1C(C)C
 : -50	-1	60*	-10	1	-16	48	-3	30	-1	11
COc1ccccc1OCCCCCCN1CCOCC1
 : -11	-7	26	-4	-2	4	-25	-1	-8	-1	-1
CC(C)N1CSC(=S)N(Cc2ccccc2)C1
 : 15	3	-5	0	-1	13	5	7	5	-1	-42
Cc1ccc(/C=C/c2ccc(N(C)C)cc2)[n+](C)c1
 : 59	11	33	42	-6	49	-9	8	65*	-9	-15
CN1CCC(NC(=O)CCc2ccccc2)CC1
 : 8	-6	4	1	-7	-13	29	7	-13	-3	-2

Ordered by value in TLR9-MyD88 inh (low to high): three of the compounds above
Compound	TLR9-MyD88 inh
CC1(C)CC(=O)N(CC(=O)O)c2ccccc2S1(=O)=O	-9
COc1ccccc1OCCCCCCN1CCOCC1	-2
O=[N+]([O-])c1cccc(NC(=S)N2CCCC2)c1	2

Continuation.
Values in the order: NR5A2 inv ag	NOD2 RIPK2 PPI	TWEAK Fn14 block	NCOA1 inh	TLR9-MyD88 inh	NCOA3 inh	TROY NFkB inh	ABHD5-PLIN5 inh	NR2F2 inh	Exocytosis inh	SRC2 inh
S=C(Nc1ccc2nsnc2c1)NC1CCCCC1
 : -95	9	6	-60	4	-44	-70	-11	-26	1	-20
O=C(NC1CCCCC1)[C@@H]1CSC2c3ccccc3C(=O)N21 (stereo not given in full)
 : 4	1	-1	-19	-3	19	1	-5	6	-2	0
O=C(N/N=C/c1ccco1)c1ccncc1
 : 6	-6	9	-13	-6	-1	7	0	-16	-1	-3
Cc1cccc(C(=O)NNC(=O)C23CC4CC(CC(C4)C2)C3)c1O
 : -22	0	-2	7	-1	1	-8	3	-7	-11	-32
Cc1cc(C(=O)NNC(=O)c2cccs2)nn1C(C)(C)C
 : -2	-5	-3	-34	-3	14	-21	5	0	-6	-26
COc1ccc(NC(=O)c2ccco2)cc1NC(=O)c1c(F)c(F)c(OC)c(F)c1F
 : 19	-5	-21	-10	1	1	-2	2	-10	18	-19
O=C(CCCCCn1c(=S)[nH]c2cc3c(cc2c1=O)OCO3)N1CCN(Cc2ccccc2)CC1
 : -12	-2	16	-18	-5	-12	20	6	18	0	-13
CCCNC(=O)c1cc2cc([N+](=O)[O-])ccc2s1
 : -2	-6	-1	16	-2	10	-14	3	8	-3	4
CC1CCN(CCCNC(=O)c2coc3nc4ccccc4nc23)CC1
 : -17	2	18	-6	-3	-11	10	7	-9	-4	-35
COc1ccc(/C=C2\N=C(c3ccccc3)N(c3ccc(C(=O)O)cc3)C2=O)cc1OC
 : -8	-11	-47	0	8	-8	-7	2	3	8	-11

Compound activity: PubChem, several laboratories
